Source: PubChem (several laboratories)
ADAM10 inh: ADAM10 inhibition, QFRET primary screen. O14672. recombinant ADAM10, EDANS/DABCYL FRET peptide cleavage, 3 h. inhibition, % at 7 µM. hit rate 0.62% among 370,000. AID 720582;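 active = inhibition above a per-campaign cutoff equal to the mean of compounds falling between control-based bounds plus 3 SD, cut at about 20% in these data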;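 note: 0% = DMSO wells while the 100% control is not disclosed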
Target sequence (O14672 214-748 limits assumed): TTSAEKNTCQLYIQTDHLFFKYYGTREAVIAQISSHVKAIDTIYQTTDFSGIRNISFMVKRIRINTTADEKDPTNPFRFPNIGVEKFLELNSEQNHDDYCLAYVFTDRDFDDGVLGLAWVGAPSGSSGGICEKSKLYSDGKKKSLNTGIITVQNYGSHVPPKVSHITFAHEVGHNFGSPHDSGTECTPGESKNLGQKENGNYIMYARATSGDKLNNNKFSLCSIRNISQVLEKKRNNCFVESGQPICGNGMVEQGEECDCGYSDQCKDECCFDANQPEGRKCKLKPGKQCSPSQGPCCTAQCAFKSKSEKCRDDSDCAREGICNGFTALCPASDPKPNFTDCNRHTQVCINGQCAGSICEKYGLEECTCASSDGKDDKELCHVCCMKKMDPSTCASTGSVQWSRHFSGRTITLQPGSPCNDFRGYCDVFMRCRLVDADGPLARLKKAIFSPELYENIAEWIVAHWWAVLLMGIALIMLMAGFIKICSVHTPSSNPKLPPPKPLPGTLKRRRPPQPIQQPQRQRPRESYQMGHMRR
hgDAF-12 ag: agonists of H. glycines DAF-12 nuclear receptor; HEK293 GAL4-hgDAF12 UAS-luciferase reporter, agonist luminescence; normalized to butyrate control; activation, % at 6.8 µM; hit rate 1.8% among 370,000;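 active = activation above a cutoff set at the mean of all screened compounds plus 3 SD, cut at about 10% in these data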;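 note: 0% = DMSO wells and 100% = sodium butyrate wells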
HGIII-sPLA2 inh: Inhibits HGIII-sPLA2 liposome hydrolysis, primary screen. Q9NZ20. hit rate 0.56% among 370,000. AID 743126. QFRET BODIPY PC-A2 liposome hydrolysis, fluorescence. inhibition, % at 12.2 µM;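 active = inhibition above mean plus 3 SD of compounds lying within the high and low control bounds, cut at about 19% in these data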;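 note: 0% = median of test compound wells and 100% = no enzyme DMSO wells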
Target sequence (Q9NZ20 whole entry, looked up): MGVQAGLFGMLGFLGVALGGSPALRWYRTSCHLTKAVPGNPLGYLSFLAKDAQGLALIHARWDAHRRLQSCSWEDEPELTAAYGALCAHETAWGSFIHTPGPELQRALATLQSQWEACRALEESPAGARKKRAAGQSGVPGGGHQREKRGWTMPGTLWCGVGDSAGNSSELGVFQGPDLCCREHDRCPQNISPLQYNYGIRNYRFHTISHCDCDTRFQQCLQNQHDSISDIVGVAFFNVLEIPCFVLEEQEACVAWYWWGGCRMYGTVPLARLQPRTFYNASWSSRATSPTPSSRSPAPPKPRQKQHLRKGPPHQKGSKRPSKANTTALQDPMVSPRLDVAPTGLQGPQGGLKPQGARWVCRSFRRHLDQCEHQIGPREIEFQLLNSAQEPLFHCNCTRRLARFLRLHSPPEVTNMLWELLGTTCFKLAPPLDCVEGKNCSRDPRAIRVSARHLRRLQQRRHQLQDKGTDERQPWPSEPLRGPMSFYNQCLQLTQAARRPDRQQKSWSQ
SMARCA2 activ: increases SMARCA2 function in MMTV reporter cells. activation, % at 9.1 µM. MG213 cells, MMTV-luciferase reporter, dexamethasone, overnight. hit rate 1% among 370,000; in the data active = activation above about 7.8%;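 note: 0% = vehicle wells and 100% = reference activator wells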
ssDAF-12 act: activates DAF-12 receptor from parasite S. stercoralis | HEK293 ssDAF-12/GRIP1 lit1-tk-luc reporter, luminescence; % of 3 µM dafachronic acid response | activation, % at 6.8 µM | hit rate 1% among 370,000 | AID 652126;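 active = activation above the mean over all tested compounds plus 3 SD, cut at about 0.9% in these data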;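 note: 0% = DMSO-only wells and 100% = 3 µM delta7-dafachronic acid wells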
GC-B act: GC-B (human) receptor activation | activation, % at 10 µM | HEK293-GC-B cells, CNP EC30, cGMP TR-FRET; 0% at EC30 CNP, 100% saturating CNP | hit rate 0.11% among 370,000 | P20594;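 active = activation at 10 µM reaching about 35% in either raw or pattern-adjusted values, limit read from the data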
hcDAF-12 act: activators of H. contortus DAF-12 nuclear receptor. HEK293 hcDAF-12 lit1-tk-luc reporter, luminescence; 0% DMSO, 100% Δ7-dafachronic acid. activation, % at 6.8 µM. hit rate 1.4% among 370,000. AID 652067;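 active = activation above the mean of all tested compounds plus 3 SD, cut at about 5.5% in these data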;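 note: 100% = response to 3 µM Δ7-dafachronic acid high control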
NPR1 activator: GC-A (human) enzyme activation; P16066; HEK293 GC-A cells, cGMP TR-FRET, EC30 ANP; 0% at EC30 ANP, 100% saturating ANP; activation, % at 10 µM; hit rate 0.14% among 370,000; in the data active = activation above about 40%
DAX1 inh-1: DAX1 (NR0B1) inhibition, primary screen; HEK293T StAR-luciferase reporter, SF-1/DAX-1 repression relief; inhibition, % at 6.8 µM; hit rate 1.1% among 370,000; AID 652010;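 active = inhibition above the mean over all tested compounds plus 3 SD, cut at about 3.6% in these data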;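 note: 0% = DAX-1 cells with DMSO and 100% = cells lacking DAX-1 with DMSO; higher inhibition means more luminescence from relief of DAX-1 repression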
DAX1 inh-2: inhibitors of human orphan nuclear receptor DAX1 (NR0B1) | HEK293 Gal4-DAX1 luciferase reporter, luminescence | inhibition, % at 6.75 µM | hit rate 0.99% among 340,000 | AID 504766;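 active = inhibition above the mean over all tested compounds plus 3 SD, cut at about 4.2% in these data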;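 note: 0% = DAX1-transfected cells with DMSO and 100% = empty-vector control cells with DMSO; inhibition shows as a rise in luminescence from relieved DAX1 repression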
FXN GAA850 act: activators of GAA850 frataxin (FXN) promoter. HEK293 lucGAA850 FXN promoter luciferase reporter, 24 h; percent of 10 µM SAHA response. activation, % at 6 µM. hit rate 0.56% among 360,000;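 active = activation above the average of all compounds screened plus 3 SD, cutoff fixed separately per campaign, cut at about 7.5% in these data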;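 note: 0% = DMSO wells and 100% = 10 µM SAHA wells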
Active calls of the source: *; . = no result given.

SMILES | ADAM10 inh | hgDAF-12 ag | HGIII-sPLA2 inh | SMARCA2 activ | ssDAF-12 act | GC-B act | hcDAF-12 act | NPR1 activator | DAX1 inh-1 | DAX1 inh-2 | FXN GAA850 act
COC(=O)c1cc2c(c3c4cc(F)ccc4n(S(=O)(=O)c4ccc(C)cc4)c13)C(=O)N(C)C2 | -4 | -2.2 | 5 | 2 | 0.0 | 8 | -0.1 | 5 | -0.8 | . | .
CCCS(=O)(=O)NCc1ccc2c(c1)cc(C)n2C | -27 | 1.0 | -5 | 0 | -0.6 | 0 | -1.2 | 2 | 0.2 | 0.6 | -1.5
COC(=O)c1ccccc1OCCN1CCCCCC1 | 1 | 3.6 | 5 | 4 | -1.2 | -1 | 0.3 | -3 | 0.7 | -1.0 | 2.6
N=c1c(S(=O)(=O)c2ccc(Br)cc2)cc2c(=O)n3ccccc3nc2n1C1CCCC1 | -69 | 3.0 | 5 | -2 | -1.2 | -3 | -0.8 | -2 | 1.5 | -0.2 | 1.7
C=CCOc1ccc(/C=C/C(=O)OCC(=O)NC2CCCCCCC2)cc1 | -3 | 1.6 | -6 | 1 | -1.5 | 1 | 1.1 | -2 | 2.1 | 1.1 | 1.8
CC(C)c1ccccc1NC(=O)c1ccccc1NC(=O)C1CCCCC1 | -6 | -0.8 | 5 | 1 | -1.5 | 3 | -1.2 | -6 | -0.7 | -0.6 | 3.2
C[C@H](NC(=O)OCc1ccccc1)C(=O)NNC(=O)[C@H](C)NC(=O)OCc1ccccc1 | 5 | 7.2 | 9 | 1 | -0.9 | 4 | -1.0 | 1 | -0.1 | -0.2 | -0.6
CCOC(=O)C1CCC/C1=N\NC(=O)CN(c1cc(OC)ccc1OC)S(=O)(=O)c1ccccc1 (stereo unspecified) | 7 | 0.8 | -13 | -2 | -1.6 | -4 | -2.6 | -8 | -0.4 | -0.1 | 1.6
Cc1ccc(Cn2c(=O)c3c(nc4n3CCCN4Cc3ccccc3)n(C)c2=O)cc1 | 6 | -0.5 | 73* | -4 | -1.4 | 6 | -1.2 | 6 | -0.2 | -1.3 | -0.4
COCCCNC(=O)c1cccs1 | 2 | 0.5 | 0 | -2 | -0.3 | -3 | -0.2 | -2 | -0.8 | 0.5 | -0.9
CCOC(=O)C1(Cc2ccccc2)CCCN(C(=O)c2cn[nH]c2)C1 (stereo unspecified) | -12 | -2.9 | 0 | -5 | -1.3 | 2 | 0.8 | 3 | 0.0 | -0.1 | -1.9
CCC(C)c1ccccc1OCCCNC1CCCC1 (stereo unspecified) | 11 | 1.7 | -7 | 0 | -1.1 | -4 | 2.7 | -13 | 0.2 | 0.3 | -1.6
COc1ccc(C(=O)NCC(=O)N/N=C(C)\C=C\c2ccccc2)cc1OC | -4 | -0.8 | -2 | -1 | -0.8 | -2 | -0.6 | -2 | -0.3 | 3.5 | 1.4
CC(C)(NO)/C(=N\O)c1ccccc1 | 3 | -0.5 | -3 | 0 | -1.0 | 3 | 0.7 | 2 | 0.2 | 0.0 | 0.4
O=C(COc1ccc2c(-c3ccccc3)cc(=O)oc2c1)NCCCN1CCOCC1 | -5 | 4.4 | -5 | -1 | -0.9 | -6 | -0.3 | 0 | -0.5 | -0.7 | 3.2
CCCc1nc(SCC(=O)c2ccccc2)c2c(=O)n(C)c(=O)n(C)c2n1 | -10 | 2.5 | -16 | 1 | -0.8 | 12 | -0.1 | 3 | 0.3 | -0.6 | 0.7
O=C1NC(=O)C(c2cn(-c3ccccc3)nc2-c2ccc(F)cc2)N1 (stereo unspecified) | 6 | -0.7 | -8 | -1 | -0.2 | 1 | -1.1 | 4 | 0.8 | 0.4 | -1.4
COc1ccc(C(=O)O)cc1S(=O)(=O)N(CCc1ccccc1)Cc1ccccc1 | 2 | -1.3 | -14 | -1 | -0.2 | 3 | -1.1 | -5 | -0.4 | -0.1 | -2.6
CCOC(=O)[C@H]1[C@H]2COc3ccc(OC)cc3[C@@H]2N2C(=O)CN(CCc3c[nH]c4ccccc34)C(=O)[C@@]12C | 2 | -1.3 | -76 | 0 | 1.0* | -8 | 4.9 | -5 | 0.3 | 0.5 | -3.2
O=C(NCc1cccnc1)c1ccc(=O)oc1 | -98 | 0.4 | 3 | -2 | -0.2 | 7 | -0.9 | -7 | 0.1 | 0.1 | -2.9
CCC(=O)Nc1cccc(NC(=O)CSc2nc3c(c(=O)n(C)c(=O)n3C)n2C)c1 | 4 | 1.1 | 2 | -2 | -0.8 | -1 | -0.6 | -2 | -0.4 | -0.8 | -0.2
CCOC(=O)c1c(NCC(C)C)c2ccccc2[nH]c1=O | -2 | 0.8 | -10 | 2 | -0.9 | 4 | -0.6 | 1 | -0.9 | -0.9 | -2.6
Cc1ccc(S(=O)(=O)N2CCOC2CNC(=O)C(=O)NCCN2CCOCC2)cc1 (stereo unspecified) | -12 | 0.6 | 6 | -2 | -1.3 | 6 | 0.8 | 4 | 0.3 | 0.2 | 1.6
Cc1ccccc1C(=O)N1CCN(c2ccc(NC(=O)CSc3ccc(Cl)cc3)cc2)CC1 | 4 | -1.2 | -15 | -7 | -2.5 | 5 | -4.5 | 2 | -1.8 | -2.9 | -6.8
CO/N=C(\CS(=O)(=O)Cc1ccc(OC)cc1)c1ccc(Cl)cc1 | -11 | -0.9 | 5 | -4 | -1.1 | -4 | 0.9 | 0 | 0.0 | -1.0 | 0.7
CCOC(=O)C1=C(C)NC2=C(C(=O)CCC2)C1c1cn(Cc2ccc(Cl)cc2Cl)nc1-c1ccccc1 (stereo unspecified) | -32 | 1.0 | 4 | -4 | -1.4 | -26 | -2.5 | -24 | -1.1 | 1.0 | 13*
CCN(CC)CCNC(=O)C(=O)Nc1cc2c3c(c1)CCC(=O)N3CCC2 | -1 | -0.5 | 4 | -2 | -0.6 | 4 | -0.5 | 3 | 0.2 | 0.8 | 0.8
Cc1cc(Cl)ccc1OCCCC(=O)NCCc1nnc2ccccn12 | 1 | -2.5 | 6 | -1 | -1.5 | -4 | -2.1 | 5 | 0.1 | 1.1 | 0.1
Nc1ncnc2c1nc(Br)n2[C@@H]1O[C@@H]2COP(=O)(O)O[C@H]2[C@H]1O | -4 | -0.1 | 0 | 1 | -1.1 | 6 | -2.2 | 4 | 2.3 | 1.2 | 5.8
Cc1noc(C)c1NC(=O)N(C)C[C@H]1Oc2ccc(NS(=O)(=O)c3cccs3)cc2C(=O)N([C@H](C)CO)C[C@@H]1C | 2 | -0.2 | -2 | 2 | -0.7 | -1 | -1.4 | 3 | 0.1 | 1.1 | 0.9
CCCCn1c(N)c(N(CCOC)C(=O)c2cccc(-n3cnnn3)c2)c(=O)[nH]c1=O | -8 | 0.0 | 7 | -1 | -0.9 | -1 | -1.0 | 5 | 0.7 | -1.1 | -2.4
COc1ccc(Cc2n[nH]c(=S)n2C)cc1Br | -3 | -2.1 | 5 | 2 | -0.6 | -2 | -0.8 | -1 | -0.7 | 2.1 | 3.2
Cc1cc(=O)nc2c3ccccc3n(CC(=O)NCCCN3CCCCC3C)n12 (stereo unspecified) | -8 | 6.4 | 7 | 4 | 0.1 | -4 | 5.1 | -1 | 1.1 | 0.8 | -1.6
CCOc1ccc2oc(-c3ccccc3)c(C(=O)N3CCN(CCO)CC3)c2c1 | -201 | -2.2 | -12 | 3 | -1.1 | 6 | -1.1 | 1 | -0.8 | -1.1 | 3.1
O=C(N/C(=C/c1ccco1)C(=O)N1CCCCC1)c1cccs1 | 1 | -2.3 | -2 | -3 | -0.9 | 4 | -0.9 | 2 | -0.2 | -0.6 | 1.3
COc1ccc(-n2nc3c(c2NC(=O)C2CC2)CS(=O)C3)cc1 (stereo unspecified) | 3 | -1.7 | 3 | -3 | -1.2 | 3 | -2.1 | 1 | -0.2 | 0.2 | -0.1
Cc1c2cnn(CC(=O)Nc3c(F)c(F)cc(F)c3F)c(=O)c2c(C)n1Cc1ccccc1F | -2 | 0.3 | -2 | -3 | -1.7 | 5 | -2.3 | -3 | -0.9 | -1.7 | -1.7
COC(=O)C1=C(C)N(C)C(=NCc2cccc(C(F)(F)F)c2)NC1c1ccc(C(F)(F)F)cc1 (stereo unspecified) | 3 | 4.5 | -19 | -2 | -0.9 | -13 | -1.9 | -16 | -0.4 | . | .
CSc1nc2c(c(=O)[nH]1)C(c1ccc(F)cc1)CC(=O)N2 (stereo unspecified) | 3 | -0.3 | 3 | 1 | -0.3 | -2 | -0.3 | -2 | 0.1 | -0.4 | 2.7
O=C(NCc1nnc(SCC(=O)N2CCCC2)o1)c1ccco1 | 3 | -1.4 | 14 | -1 | -0.6 | 3 | -3.9 | -4 | -0.9 | 0.6 | 0.8
COc1ccc(OC)c(NC(=O)c2ccno2)c1 | 4 | 2.6 | 1 | 4 | -1.2 | -3 | 0.1 | 1 | 0.0 | -0.8 | 1.7
CCOc1ccc(S(=O)(=O)N2CCN(C)CC2)cc1NC(=O)c1ccccc1F | 0 | 0.0 | -17 | -3 | -1.2 | 4 | -1.1 | 2 | 0.0 | -0.4 | -0.4
CCOc1ccc(S(=O)(=O)N2CCCC(C(=O)NCc3ccccn3)C2)cc1Cl (stereo unspecified) | -10 | -2.0 | 1 | 0 | -0.7 | 4 | -0.7 | 4 | -0.5 | -0.9 | -0.7
Cc1cc(=O)oc2c(C)c(OC3CCCCC3=O)ccc12 (stereo unspecified) | -391 | -0.1 | 1 | -3 | -0.9 | -6 | 1.4 | -1 | 0.2 | 0.1 | 2.5
O=C(NCc1ccccc1F)c1cccc(S(=O)(=O)N2CCCCCC2)c1 | -5 | 0.3 | 4 | -3 | -1.2 | 7 | -0.2 | 1 | -0.7 | -0.3 | 1.4

An excerpt from above in order of SMILES length, ascending.
SMILES | ADAM10 inh | hgDAF-12 ag | HGIII-sPLA2 inh | SMARCA2 activ | ssDAF-12 act | GC-B act | hcDAF-12 act | NPR1 activator | DAX1 inh-1 | DAX1 inh-2 | FXN GAA850 act
Cc1cc(=O)oc2c(C)c(OC3CCCCC3=O)ccc12 (stereo unspecified) | -391 | -0.1 | 1 | -3 | -0.9 | -6 | 1.4 | -1 | 0.2 | 0.1 | 2.5
O=C(NCc1nnc(SCC(=O)N2CCCC2)o1)c1ccco1 | 3 | -1.4 | 14 | -1 | -0.6 | 3 | -3.9 | -4 | -0.9 | 0.6 | 0.8
CSc1nc2c(c(=O)[nH]1)C(c1ccc(F)cc1)CC(=O)N2 (stereo unspecified) | 3 | -0.3 | 3 | 1 | -0.3 | -2 | -0.3 | -2 | 0.1 | -0.4 | 2.7

Complete entries as entered above:
COC(=O)C1=C(C)N(C)C(=NCc2cccc(C(F)(F)F)c2)NC1c1ccc(C(F)(F)F)cc1 (stereo unspecified) across the screens: ADAM10 inh = 3; hgDAF-12 ag = 4.5; HGIII-sPLA2 inh = -19; SMARCA2 activ = -2; ssDAF-12 act = -0.9; GC-B act = -13; hcDAF-12 act = -1.9; NPR1 activator = -16; DAX1 inh-1 = -0.4; DAX1 inh-2 = .; FXN GAA850 act = .
Cc1ccccc1C(=O)N1CCN(c2ccc(NC(=O)CSc3ccc(Cl)cc3)cc2)CC1 across the screens: ADAM10 inh = 4; hgDAF-12 ag = -1.2; HGIII-sPLA2 inh = -15; SMARCA2 activ = -7; ssDAF-12 act = -2.5; GC-B act = 5; hcDAF-12 act = -4.5; NPR1 activator = 2; DAX1 inh-1 = -1.8; DAX1 inh-2 = -2.9; FXN GAA850 act = -6.8
